# High-throughput results deposited in PubChem by Southern Research Specialized Biocontainment Screening Center.
# inhibitors of VEEV = inhibitors of VEEV TC-83 cytopathic effect, confirmation, Vero cells (AID 588727); 350,000 tested, 0.13% active; inhibition, % at 20 µM, or IC50 in µM where a hit was titrated; Vero cells, VEEV TC-83 cytopathic effect inhibition; higher % means a stronger effect; in the data active = a potency from the dose series; inconclusive = inhibition mostly from about 14% at the one dose, without a potency; inactive = the rest, 99 in 100 with inhibition below about 12%; also: strong numbers were not always called active
# tuberculosis growth = growth inhibition of non-replicating M. tuberculosis (AID 488890); Mycobacterium tuberculosis non-replicating, growth inhibition; higher % means a stronger effect; 320,000 tested, 0.39% active; one-dose inhibition, % at 25 µM; IC50 in µM for titrated hits; in the data active = a potency from the dose series; inconclusive = inhibition mostly from about 82% at the one dose, without a potency; inactive = the rest, 99 in 100 with inhibition below about 76%;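 also: plate controls were DMSO cells for no effect and high antibiotic wells for full effect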
# H1N1 NS1A inhibition = H1N1 influenza NS1A inhibitors, functional cell based assay (AID 504329) | NS1A functional cell-based assay, percent inhibition; higher % means a stronger effect | inhibition, % at 12.5 µM; hits with a dose series show IC50 in µM | 340,000 tested, 0.3% active; in the data active = a potency from the dose series; inconclusive = inhibition above about 27% without an active follow-up result; also: strong numbers were not always called active
# M. tuberculosis HTS = M. tuberculosis growth inhibition, HTS (AID 449762); M. tuberculosis H37Rv growth inhibition, 7H9 media; higher % means a stronger effect; one-dose inhibition, % at 25 µM; IC50 in µM for titrated hits; 330,000 tested, 0.59% active; in the data active = a potency from the dose series; inconclusive = inhibition above about 70% without an active follow-up result;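 also: bacterial growth assessed after seven days of incubation; strong numbers were not always called active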
# Salmonella PhoP GFP = PhoP regulon inhibitors, Salmonella typhi PhoP promoter GFP reporter, confirmatory (AID 1850) | Salmonella Typhi PhoP-promoter GFP reporter, fluorescence, 4 h; higher % means a stronger effect | one-dose inhibition, % at 50 µM; IC50 in µM for titrated hits | 310,000 tested, 0.33% active; in the data active = a potency from the dose series; inconclusive = inhibition mostly from about 25% at the one dose, without a potency; inactive = the rest, 99 in 100 with inhibition below about 19%;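 also: 0% = induced wells with vehicle and 100% = uninduced wells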
# inhibitors of VEEV 10K pilot screen = recorded beside inhibitors of VEEV, whose call it bears; inhibition, %; measured here: 10K pilot screen inhibition
# Starred values were filed as active, the others as inactive; i = inactive; ? = inconclusive; . = not tested or not shown; & = joins results of further samples.
SMILES,inhibitors of VEEV,tuberculosis growth,H1N1 NS1A inhibition,M. tuberculosis HTS,Salmonella PhoP GFP,others
Cc1oc(-c2ccc3ccccc3c2)nc1CN(C)C(C)c1ccncn1 (configuration not stated),0.7%,37%,-11%,4%,-7%,
Cc1cc(C)nc(SCC(=O)OCN2C(=O)c3ccccc3C2=O)n1,0.3%,-6%,-1%,-2%,5%,
O=C(Nc1ccccc1N1CCCCC1)c1cccc(F)c1,i,27%,-3%,-4%,-5%,
O=C(NNC(=O)c1cccs1)c1ccc2ccccc2c1,0.1%,-14%,7%,2%,26%,
COc1ccc(S(=O)(=O)N2CCC(C(N)=O)CC2)cc1C(=O)N1CCCCCC1,0.1%,2%,10%,0%,-10%,
CCc1ccc(-c2cc(C)no2)cc1S(=O)(=O)N1CCN(c2ccccc2)CC1,1.2%,9%,4%,4%,-1%,
O=C(COC(=O)CC(c1ccccc1)c1ccccc1)Nc1cccc(F)c1,i,44%,0%,12%,1%,
Cc1cccc(-n2ccc(=O)c(C(=O)Nc3ccc(S(=O)(=O)Nc4onc(C)c4C)cc3)n2)c1,1.8%,1%,4%,18%,1%,
Cn1cnc(S(=O)(=O)Nc2ccc(OC(F)(F)F)cc2)c1,0.9%,-3%,0%,3%,1%,
CC1CN(S(=O)(=O)c2cc(C(=O)N(C)Cc3cccs3)ccc2Cl)CC(C)O1 (configuration not stated),3.2%,4%,-10%,-13%,.,
CCOC(=O)c1nnn(CC(=O)Nc2cc(F)ccc2F)c1C(=O)OCC,0.3%,4%,9%,1%,10%,
CC1=NN(c2ccc(C)cc2)C(=O)/C1=C/c1ccc(-c2cc([N+](=O)[O-])ccc2O)o1,1.3%,.,-22%,.,.,

# Sorted by length of the SMILES (descending): some entries from above.
SMILES,inhibitors of VEEV,tuberculosis growth,H1N1 NS1A inhibition,M. tuberculosis HTS,Salmonella PhoP GFP,others
CC1=NN(c2ccc(C)cc2)C(=O)/C1=C/c1ccc(-c2cc([N+](=O)[O-])ccc2O)o1,1.3%,.,-22%,.,.,
COc1ccc(S(=O)(=O)N2CCC(C(N)=O)CC2)cc1C(=O)N1CCCCCC1,0.1%,2%,10%,0%,-10%,
Cc1oc(-c2ccc3ccccc3c2)nc1CN(C)C(C)c1ccncn1 (configuration not stated),0.7%,37%,-11%,4%,-7%,
O=C(NNC(=O)c1cccs1)c1ccc2ccccc2c1,0.1%,-14%,7%,2%,26%,

# The main list resumes; the 2 compounds before the break are reprinted first.
SMILES,inhibitors of VEEV,tuberculosis growth,H1N1 NS1A inhibition,M. tuberculosis HTS,Salmonella PhoP GFP,others
CCOC(=O)c1nnn(CC(=O)Nc2cc(F)ccc2F)c1C(=O)OCC,0.3%,4%,9%,1%,10%,
CC1=NN(c2ccc(C)cc2)C(=O)/C1=C/c1ccc(-c2cc([N+](=O)[O-])ccc2O)o1,1.3%,.,-22%,.,.,
OCc1cn(-c2ccccc2)nc1-c1cccnc1,0.7%,-7%,4%,6%,-16%,
CC(=O)NCCc1nc2cc(NC(=O)c3cccc([N+](=O)[O-])c3)ccc2n1C,0.2%,-4%,-6%,5%,12%,
CCOC(=O)Cc1csc(NC(=O)c2cccc([N+](=O)[O-])c2)n1,1.1%,5%,-3%,5%,2%,
O=C(NCCc1cccc(F)c1)C1CCC(=O)N(C2CCCCCC2)C1 (configuration not stated),i,.,-3%,.,.,
O=C(COc1ccccc1CNCc1ccccc1)Nc1ccccc1,i,37%,7%,-1%,5%,
COc1ccc(C(=O)N2CCCC2)cc1S(=O)(=O)N1CCOCC1,i,-3%,-17%,-12%,-2%,
Cc1cccc(-n2ncc3c2CCCC3NC(=O)CN2CCOC2=O)c1C (configuration not stated),4.5%,-1%,-4%,3%,3%,
CC(C)CNC(=O)NC(=O)COC(=O)c1cc([N+](=O)[O-])ccc1NCc1ccccc1Cl,.,10%,.,-4%,5%,
CCNC(=S)Nc1c(C)n(C)n(-c2ccccc2)c1=O,0.5%,1%,9%,3%,-18%,
CCOc1ccc(-c2c(C(=O)N/N=C/c3ccc(C)cc3)nnn2-c2nonc2N)cc1,8.3%,-3%,-12%,-7%,9%,
Fc1cc2nc(-c3ccncc3)[nH]c2cc1F,3.2%,-2%,-17%,1%,-3%,
CC(=O)Nc1ccc(/C(C)=N/NC(=O)c2ccc(F)cc2)cc1,2.0%,-6%,-1%,-7%,6%,
Cc1ccc(S(=O)(=O)NCC(=O)OCc2csc(CC(=O)Nc3ccccc3C)n2)cc1C,0.1%,.,-1%,.,.,
O=C(O)/C(=C\c1ccc2ccccc2c1)c1cccc2ccccc12,9.4%,22%,-1%,2%,-16%,
Cc1[nH][nH]c(=O)c1C(c1c(C)[nH][nH]c1=O)c1cn(Cc2ccc(F)cc2)c2ccccc12,4.8%,?,47µM*,16%,-7%,inhibitors of VEEV 10K pilot screen=8.7
Cc1ccc(C(=O)Oc2coc(CSc3nnc(NC(=O)C4CC4)s3)cc2=O)cc1C,2.1%,.,0%,.,.,
O=c1ccnc(SCCC(F)=C(F)F)[nH]1,0.7%,-5%,-3%,0%,4%,
O=C(NNC(=O)c1cc2ccccc2cc1O)Nc1ccc(Br)cc1,5.7%,-18%,-20%,-4%,-3%,
COc1ccc(CNC(=O)C/C(C)=N/NC(=O)Cc2ccc(OC)cc2)cc1,0.8%,-11%,-9%,0%,-11%,
CCCCC(=O)Nc1ccc2c(c1)nc(CN1CCN(C(=O)OCC)CC1)n2C,0.5%,5%,-12%,-3%,3%,
O=C(COc1ccccc1F)Nc1nc(-c2ccccn2)cs1,11%,?,20%,?,.,
O=C(COC(=O)c1cnc(Cl)c(Cl)c1)NC1CCCCCC1,i,75%,-4%,52%,.,
Cc1cc2cc(CNC(=O)c3ccco3)ccc2n1C,i,66%,3%,0%,15%,inhibitors of VEEV 10K pilot screen=0.0
Cc1cnc(NC(=O)c2c(Cl)cnn2C)s1,5.1%,4%,-13%,5%,0%,
COc1cccc(CNS(=O)(=O)c2ccc3c(c2)N(C)CCO3)c1,1.7%,-2%,-7%,3%,2%,
COc1ccc(N2CCN(C(=O)c3cccc(S(=O)(=O)N4CCOCC4)c3)CC2)cc1,1.6%,5%,-9%,-8%,.,
O=[N+]([O-])c1ccccc1OCCCN1CCOCC1,i,-6%,7%,-9%,3%,
CCOc1cc(/C=N/Nc2nncc(-c3ccccc3)n2)ccc1O,8.5%,-11%,-4%,-3%,7%,
C/C(=N\NC(=O)C(C)Oc1ccc([N+](=O)[O-])cc1)c1ccccn1 (configuration not stated),i,9.8µM*,6.9µM*,?,-3%,
Cc1ccc(NC(=O)CN2CCN(Cc3ccccc3)CC2)cc1F,0.3%,25%,-8%,10%,10%,
Cc1nc(-c2cccc(Br)c2)ccc1C(=O)O,0.2%,-5%,2%,-3%,2%,
COc1ccc(C(=O)Cc2cnn(-c3ccccc3)c2)c(O)c1,1.1%,24%,0%,0%,-4%,
COc1cc(/C=N/NC(=O)c2ccc(COc3cc(C)ccc3C(C)C)cc2)cc(OC)c1O,2.0%,26%,-9%,-8%,1%,
O=C(NCCc1ccccc1)c1ccc(=O)oc1,0.8%,13%,18%,7%,-8%,
COc1ccc(CCC(=O)NCCS(=O)(=O)N2CCN(c3ccc(F)cc3)CC2)cc1,2.0%,2%,-19%,0%,3%,
COC(=O)c1ccc(N2CCS(=O)(=O)CC2)cc1,0.5%,1%,3%,0%,0%,
Cc1cc(NC(=O)CSCC(=O)N(c2ccc(F)cc2)C(C(=O)NC2CCCCC2)c2ccc(O)c(O)c2)no1 (configuration not stated),i,38%,-3%,7%,-6%,
CCOC(=O)c1ccccc1N1C(=O)CSC1=S,1.5%,19%,-12%,-2%,-3%,
O=C(NCC1CCCO1)c1ccc(Cl)c(S(=O)(=O)Nc2ccccc2)c1 (configuration not stated),1.3%,2%,6%,-4%,-6%,
O=C(Nc1ccc2oc(-c3ccc(Cl)c(Cl)c3)nc2c1)c1ncn[nH]1,i,14%,1%,51%,6%,
COc1ccc(N2C(S)=C(C#N)C(=O)NC2c2ccco2)cc1 (configuration not stated),0.2%,-1%,-9%,27%,-2%,
O=C(Nc1ccc(NC(=O)c2ccccc2Cl)cc1)c1cccnc1,1.5%,-8%,-4%,4%,6%,
CC(=O)Nc1ccc(NC(=O)c2ccc(-c3ccccc3Cl)o2)cc1,2.2%,.,-8%,.,.,
Cc1ccc(C(=O)C(C)Oc2cccc(NC(=O)c3ccco3)c2)cc1 (configuration not stated),7.3%,-5%,3%,7%,-1%,
c1cc(CNCCCN2CCOCC2)ccn1,1.3%,-10%,12%,-9%,1%,
CC1CCC(NS(=O)(=O)c2cccc3nsnc23)CC1 (configuration not stated),i,.,-9%,-9%,6%,
C/C(=N\Nc1ccccn1)c1ccc2c(c1)OCO2,0.9%,30%,-7%,3%,4%,
COC(=O)/C=c1\sc2ncnn2c1=O,i,1%,-18%,-1%,10%,
CCOC(=O)c1ccc(NC(=O)Cn2cnc(S(=O)(=O)N3CCCC3)c2)cc1,0.1%,3%,-2%,-3%,-11%,
O=c1nc2ccccc2c2n1CC(CN1CCN(c3ccccc3F)CC1)N2 (configuration not stated),7.4%,-10%,0%,-10%,12%,
O=C1/C(=C/c2ccco2)SC(=S)N1c1cccnc1,0.3%,.,1%,.,.,
Cc1ccc(S(=O)(=O)N2CC(=NO)C2)cc1,0.9%,-5%,1%,-5%,-9%,
C/C(=N/NC(=O)c1ccc(C)s1)c1cccc(NC(=O)COc2ccc(Cl)cc2C)c1,0.8%,8%,17%,-8%,-1%,
CNC(=O)c1cc2ccc(OC)cc2oc1=O,0.5%,-8%,-3%,-2%,6%,
CC1=C/C(=N\NC(=S)Nc2cccnc2)CC(C)(C)C1,3.8%,.,-2%,.,.,
Cn1c(CSCc2ccc(F)cc2)nnc1SCC(=O)Nc1nccs1,0.8%,23%,-7%,-10%,-9%,
Cc1cccc(C)c1NC1=NCCCCC1,1.9%,-7%,-4%,5%,1%,
CSCC(=O)N1CCCC(N2CCN(c3ccc(F)cc3)CC2)C1 (configuration not stated),0.4%,14%,0%,-3%,-5%,
O=C(CN1CCCC1)NN=C(c1ccccc1)c1ccccc1,0.2%,-14%,3%,-3%,18%,
CC1=NN(C(N)=S)C(=O)C1N=Nc1ccc(Cl)cc1Cl (configuration not stated),0.7%,?,-6%,6%,-2%,
# Other records
SMILES,inhibitors of VEEV,tuberculosis growth,H1N1 NS1A inhibition,M. tuberculosis HTS,Salmonella PhoP GFP,others
CC1(C)CCC(C)(C)NC(=S)N1,0.8%&1.0%,-14%,-4%,-3%,3%,
N/C(Cc1ccc([N+](=O)[O-])cc1)=N\OC(=O)C(c1ccccc1)c1ccccc1,8.0%,18%,-15%,1%,-4%,
CCOc1ccc(-n2c(N)c(C(=O)NCc3cccnc3)sc2=S)cc1,i,.,-10%,-13%,-1%,
CCn1c(O)c(/C(C)=N/N2CCCCC2c2cccnc2)c(=O)[nH]c1=S (configuration not stated),6.3%,-5%,-2%,6%,-2%,
Cc1cccc(C)c1NC(=O)c1cc(S(=O)(=O)N2CCc3ccccc32)cn1C,3.7%,-23%,6%,-8%,-5%,
Cc1cc(=O)n2c(-c3ccccc3C)n[nH]c2n1,3.3%,10%,-1%,24%,-10%,
Cc1ccc(NC(=S)NNC(=O)Cn2nc(C(F)F)cc2C(F)F)cc1,2.9%,1%,2%,-3%,4%,
Cc1nn(-c2ccccc2)c(C)c1/C=N/N1CCN(c2ccccn2)CC1,1.9%,-13%,-9%,33%,5%,
CCOc1ccc(NC(=O)CCN2CCN(S(=O)(=O)c3ccc(Cl)cc3)CC2)cc1,0.7%,27%,-11%,-3%,1%,
Cc1cc(Br)ccc1SCC(=O)OCC(=O)NCc1ccco1,1.3%,25%,-14%,-10%,16%,
CN1CCN(C(=O)N2c3ccccc3CCc3ccccc32)CC1,0.0%,-6%,3%,-6%,7%,inhibitors of VEEV 10K pilot screen=0.1
O=S(=O)(c1ccccc1)N1CCN(c2nnc(-c3ccccc3)c3ccccc23)CC1,3.8%,-24%,-11%,-3%,13%,
O=C(O)c1ccc(NS(=O)(=O)c2cccc3nsnc23)cc1,i,-7%,-6%,7%,-7%,
O=S(=O)(NCCc1ccc(F)cc1)c1cc(C(F)(F)F)ccc1Br,2.5%,.,-17%,.,.,
Cc1cc(C(=O)CN2CCCC(C)C2)c(C)n1-c1ccc(F)cc1 (configuration not stated),i,34%,4%,-5%,-7%,
COC(=O)CN(Cc1ccccc1)S(=O)(=O)c1ccc(OC)c(OC)c1,i,-11%,-3%,2%,-1%,
N/C(=N\OC(=O)COc1ccc(Br)cc1Cl)c1ccccn1,1.2%,30%,-11%,-2%,0%,
Cc1ccc(NS(=O)(=O)Cc2ccccc2)nc1,0.1%,-5%,10%,16%,0%,inhibitors of VEEV 10K pilot screen=1.1
